MCF10A rereplic: DNA re-replication induction in MCF 10a cells | MCF 10A DNA re-replication, Hoechst nuclear intensity, 48 h | Potency, µM (highest dose often 46.1 µM), inactives show top-dose activity, positive = re-replication, hits mostly activators | actives 2.9% (n = 350,000) | AID 624296; note: potency is the fitted concentration of half-maximal effect; % of control where 0% means no effect; nearly all actives have a fitted effect of over 50% in size
GLP1R cytotox: cytotoxicity counter-screen for GLP-1 receptor inverse agonists; HEK293 cAMP-luciferase reporter cells, luminescence, 24 h; Potency, µM (titrated, usually from 38.3 µM), inactives show top-dose activity change, negative = inhibition, most hits filed as inhibitors; actives 0.13% (n = 410,000);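 note: loss of luciferase light is scored as toxicity; potency is the fitted concentration of half-maximal effect; % is set by controls: 0 for no effect and ±100 for the full control effect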
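To flag toxic compounds, the library was rerun on cells for 24 hr at 37 deg C and 5% CO2. Viability-linked luminescence was captured 12 min after adding luciferase detection reagent.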
DRD3 agonist: agonists of human D3 dopamine receptor. P35462. D3R DiscoveRx beta-arrestin cells, luminescence, 90 min. max activation, %. actives 0.58% (n = 410,000). AID 652048; in the data active = max activation above about 30%; note: 0% is about no effect; mostly tested at two doses, the higher about 12 µM
Target sequence (P35462 whole entry, looked up): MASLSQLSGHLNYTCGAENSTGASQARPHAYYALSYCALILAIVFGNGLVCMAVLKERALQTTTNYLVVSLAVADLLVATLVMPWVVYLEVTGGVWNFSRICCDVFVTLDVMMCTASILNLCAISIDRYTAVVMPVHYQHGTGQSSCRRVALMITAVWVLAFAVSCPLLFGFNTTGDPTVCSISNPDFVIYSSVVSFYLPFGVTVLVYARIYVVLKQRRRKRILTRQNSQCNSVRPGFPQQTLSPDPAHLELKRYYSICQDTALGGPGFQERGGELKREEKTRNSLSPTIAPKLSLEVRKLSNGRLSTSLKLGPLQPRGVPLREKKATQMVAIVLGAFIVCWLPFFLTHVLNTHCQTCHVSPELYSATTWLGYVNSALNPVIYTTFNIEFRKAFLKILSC
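Cells at 1500/well, incubated overnight, then treated with pinned compounds (dopamine as control) for 90 min at 37 degrees C. DiscoveRx reagent added for 30 - 60 minutes at room temperature; luminescence read.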
HT1080NT lethal: kills 2HG-producing HT-1080-NT fibrosarcoma cells | AID 686970 | HT-1080-NT fibrosarcoma viability, CellTiter-Glo ATP luminescence, 48 h | actives 1.6% (n = 360,000) | Potency, µM (top dose mostly 46.1 µM), without a hit: at the highest dose activity, negative = less viability, most hits filed as cytotoxic;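 note: NT is the 2HG producing partner of a matched IDH1 knockdown line; potency is the fitted concentration of half-maximal effect; 0% = DMSO-treated cells and -100% = media-only wells without cells; nearly all actives have a fitted effect of over 55% in size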
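HT-1080-NT; 750 cells/well; 5% FBS RPMI; 48 h compound, 37 degrees C; CellTiter-Glo luminescence; curve fitting and curve-class assignment.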
SW480 rereplic: inducers of DNA re-replication in SW480 colon cancer cells. SW480 DNA re-replication, Hoechst DNA content imaging, 48 h. Potency, µM (top dose mostly 46.1 µM), for inactives: at the top dose re-replication activation, most hits filed as activators. actives 1.8% (n = 340,000); note: potency is the fitted concentration of half-maximal effect; % of control where 0% means no effect; nearly all actives have a fitted effect of over 55% in size
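250 cells/well; 23 nL cpd via pin tool; 48 hr, 37 C, 5% CO2; Hoechst 40 min; imager read of total nuclear intensity, ex 405/em 500-530 nm.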
KB-3-1 tox: KB-3-1 parental cell cytotoxicity. KB-3-1 viability, CellTiter-Glo ATP luminescence, 72 h. Potency, µM (highest dose often 46.1 µM), for inactives: at the highest dose activity change, negative = cytotoxic, hits mostly cytotoxic. AID 1347075. actives 1.4% (n = 400,000); note: potency is the fitted concentration of half-maximal effect; % is set by controls: 0 for no effect and ±100 for the full control effect; nearly all actives have a fitted effect of over 60% in size
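72 h, 37 °C compound treatment of KB-3-1 parental cells; CellTiter-Glo added, 10 min, luminescence read. Data corrected against DMSO-only plates and normalized before curve fitting.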
KB-V1 cytotox: kills drug-selected multidrug resistant KB-V1 cells | Potency, µM (titrated, usually from 46.1 µM), for the others: at the highest dose activity change, negative = cytotoxicity, actives largely listed as cytotoxic | KB-V1 MDR cells viability, CellTiter-Glo, 72 h | actives 3.4% (n = 400,000); note: potency is the fitted concentration of half-maximal effect; % is set by controls: 0 for no effect and ±100 for the full control effect; nearly all actives have a fitted effect of over 60% in size
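Drug-selected KB-V1 cells, grown in DMEM lacking phenol red with 10% FBS, receive compound titrations; after three days at 37 degrees C, surviving cell ATP is quantified by CellTiter-Glo luminescence and responses normalized and curve-fitted.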
IL1B secr inh: blocks inflammasome-driven IL-1 beta release; THP-1 LPS/ATP IL-1B secretion, AlphaLISA, 16 h; hits give low values; activity change, % at 57.5 µM; actives 4.7% (n = 360,000); AID 743279; in the data active = activity change below about -50%; inconclusive = mostly about -30% to -49%; note: % is set by controls: 0 for no effect and ±100 for the full control effect
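THP-1 cells pretreated 1 hr with compounds (up to 57.5 uM final), then stimulated with LPS (250 ng/mL final) plus ATP (1.25 mM final); secreted IL-1B measured by AlphaLISA after 16 hr, decreased signal indicating inhibition.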
HT1080 IDH1KD tx: kills HT-1080 cells with IDH1 knockdown; HT-1080 IDH1 knockdown viability, ATP luminescence, 48 h; Potency, µM (highest dose often 46.1 µM), for the others: top-dose activity, negative = toxicity, most hits filed as cytotoxic; actives 2% (n = 360,000); AID 686971;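 note: potency is the fitted concentration of half-maximal effect; 0% = DMSO wells and -100% = cell-free medium wells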
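HT-1080-IDH1KD cells (IDH1 knocked down), 750/well in RPMI with 5% FBS, treated with compound 48 h at 37 degrees C. Viability by CellTiter-Glo luminescence, normalised to DMSO and no-cell wells; concentration-response curves classed.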
Starred values were filed as active, the others as inactive; ? = inconclusive; . = not tested or not shown; [ ] = remark or other dose. Unless noted, calls come from the whole dose curve; as a rule, active = well fitted curve in the direction sought with a large enough effect; inconclusive = small, poorly fitted or top-dose-only effect, or another doubt; inactive = no such curve, though single readings can be large; an effect the other way counts as inactive or inconclusive.

SMILES | MCF10A rereplic | GLP1R cytotox | DRD3 agonist | HT1080NT lethal | SW480 rereplic | KB-3-1 tox | KB-V1 cytotox | IL1B secr inh | HT1080 IDH1KD tx
CC(C)CNC(=O)CN1C(=O)NC(Cc2c[nH]c3ccccc23)C1=O (configuration not stated) | -2% | -12% | 2 | 2% | -1% | 8% | 9% | -14 | 0%
CCOc1c(Cl)cc(/C=C/C(=O)N(CC)CC(=O)Nc2ccc(NC(C)=O)cc2)cc1OC | ? | -25% | -9 | 4% | 11% | 5% | ? | -21 | 2%
COc1cccc(NC(=O)CN2C(=O)C(=O)N(C3CCCC3)C2=O)c1 | -3% | 10% | -2 | -7% | -1% | 19% | 28% | -1 | -19%
COc1cccc(NC(=O)C2CCCO2)c1 (configuration not stated) | -1% | 5% | 5 | 0% | -5% | 10% | 0% | 14 | 5%
OCCNC(=S)Nc1ccc2c(c1)OCCO2 | -34%[inhibitor] | 19% | 7 | 18% | -29% | 1% | 2% | . | 18%
Cc1ccc(NC(=O)Cn2cc(C(F)(F)F)cc(Cl)c2=O)cc1Cl | -2% | 9%[7.66 µM] | 4 | 6% | 3% | 19% | ? | -13 | 4%
Cc1c(NS(C)(=O)=O)cccc1-c1nc2cccnc2s1 | ? | 5% | 1 | 0% | -16% | -12% | ? | -15 | 0%
Cc1cccc(/C(N)=N/OC(=O)COc2ccc(Cl)c(C)c2)c1 | 2% | 0% | 1 | 26% | ? | 2% | 2% | 0 | 27%
O=C(COn1nnc2ccc(C(F)(F)F)cc21)Nc1c(Cl)cccc1Cl | 11% | -8% | -5 | -16% | 6% | -5% | -17% | ? | -7%
COc1ccc(C(=O)NC(C)c2nc3ccccc3[nH]2)cc1OC (configuration not stated) | ? | -1% | -12 | -4% | 12% | -5% | -20% | 4 | 0%
O=C(O)c1ccc(N2C(=O)CCCC2=O)cc1 | -2% | -4% | -4 | 4% | -5% | 9% | ? | 8 | 4%
CCCC(=O)Nc1nc(-c2ccc3c(c2)OCCO3)cs1 | 14% | 3% | -5 | 2% | -2% | -7% | -18% | 10 | 2%
CCN(CC)S(=O)(=O)c1ccc(C(=O)NCC2CCCCC2)cc1 | -21% | 3% | -14 | -1% | -13% | -9% | -7% | -4 | -3%
CCOC(=O)c1ccccc1NC(=O)CN1C(=O)CCS(=O)(=O)c2ccccc21 | 0% | -3% | -2 | -6% | 14% | -4% | 1% | -6 | 6%
CCN(C(=O)Cn1ccc(C(F)(F)F)n1)c1c(N)n(Cc2ccccc2)c(=O)[nH]c1=O | -8% | -29% | -1 | 13% | -8% | 3% | 1% | 16 | 12%
COc1ccc(C2CC(c3ccc(Br)cc3)=NN2C(=O)c2cccnc2)cc1 (configuration not stated) | ? | ? | 7 | 3% | -4% | -23% | ? | ? | -2%
CCCC(=O)Nc1ccc(C(=O)/C=C/c2ccc(SC)cc2)cc1 | ? | -12% | -3 | ? | ? | ? | -19% | 0 | ?
COc1cccc(OC)c1C(=O)O/N=C(\N)c1ccncc1 | -1% | 0% | 5 | 5% | -8% | 10% | 9% | -5 | 15%
O=C(NC(=S)Nc1ccc([N+](=O)[O-])cc1O)C1CCCCC1 | ? | ? | -6 | ? | -5% | -19% | -4% | ? | -23%
c1ccc(CSc2ccc(-c3ccccn3)nn2)nc1 | 6% | -2% | 3 | ? | 0% | 1% | ? | 219 | ?
O=C(Nc1ccc(C(=O)N2CCOCC2)cc1)Nc1ccc(Cl)cc1Cl | 4%[9.22 µM] | -1% | -14 | 16% | -4% | 3% | ? | ? | 4%
COCCn1c(SCC(=O)Nc2cc(Cl)ccc2OC)nc2c(c1=O)SC(C)C2 (configuration not stated) | -1% | -25% | -6 | 1% | 0% | -12% | -2% | -28 | -6%
CCC(=O)Nc1ccc(Cl)c(-c2nc3ncccc3o2)c1 | -2% | -2% | 6 | 3% | -2% | 11% | -6% | 5 | 0%
CC(=O)Nc1ccc2c(CSc3nncs3)cc(=O)oc2c1 | -20% | 4% | 5 | 19% | ? | 1% | 7% | -10 | 13%
CCCCC(=O)N(C)c1c(CC)nc2c(OCC(N)=O)cccn12 | . | 2% | 7 | 11% | . | 0% | 3% | -2 | 0%
O=C(COC(=O)CNC(=O)c1ccccc1)NC1CCCCC1 | 0% | -5% | -2 | -6% | -3% | 12% | 8% | 5 | -4%
O=C(OCC(=O)C12CC3CC(CC(C3)C1)C2)c1cnccn1 | 11% | 2% | 0 | 0% | -3% | 6% | -3% | 7 | -1%
CC(C)(C)c1cc(CN2CCCC(O)C2)c(O)c(C(C)(C)C)c1 (configuration not stated) | 129% | ? | 2 | ? | 20% | ? | 16µM* | -27 | ?
NC(=O)c1cccc(-c2ccnc3c2CC(C(=O)NCc2ccc(F)c(F)c2)O3)c1 (configuration not stated) | . | ? | -14 | . | . | ? | 5% | 20 | .
COc1ccc(NC(=O)C2C3C=CC(C3)C2C(=O)NCc2ccco2)c(OC)c1 (configuration not stated) | 1% | -4% | 0 | 12% | -1% | 5% | -13% | 19 | 6%[9.24 µM]
CCOC(=O)C1=C(C)N(C)C(=S)NC1c1ccccc1Cl (configuration not stated) | 4% | -25% | -3 | -1% | 2% | 0% | ? | -8 | -8%
CCOC(=O)c1ccc(NC(=O)COc2ccc(S(=O)(=O)N3CCCC3)cc2)cc1 | 1% | 2% | 0 | ? | -5% | 7% | -29% | -15 | -1%[9.24 µM]
O=C(Cn1ccc2ccccc2c1=O)NCC(=O)Nc1ccc(F)cc1F | 3% | -5% | 1 | 14% | -10% | ? | 13% | 1 | 9%
Clc1ccc(N2CCN(c3ncnc4c3oc3ccccc34)CC2)cc1 | -10% | 4% | 4 | 11% | -17% | -1% | ? | 20 | 7%
Cc1noc(C)c1CCC(=O)O | -13% | 0% | 1 | 7% | -6% | -6% | 3% | 16 | 7%
CCNC(=S)NCc1ccco1 | -40%[inhibitor] | -8% | 4 | 5% | 7% | -10% | 1% | 13 | 8%
CCOCCc1nnc(NC(=O)Cc2ccccc2)s1 | ? | -6% | -1 | 7% | -3% | ? | 0% | 28 | 10%
S=c1[nH]nc(CSCc2ccc(Cl)cc2Cl)n1-c1ccccc1 | 21µM* | 8% | -3 | ? | ? | -27% | ? | 1 | ?
S=C(NCCOCCOCCNC(=S)Nc1ccccc1)Nc1ccccc1 | 1% | 6% | -4 | -14% | 3% | 0% | -7% | 0 | -12%
Cc1c(OC(C(=O)O)c2ccccc2)ccc2c1oc(=O)c1ccccc12 (configuration not stated) | 1% | -11% | 0 | 2% | 1% | -19% | -3% | 4 | -4%
COc1cc(OC)cc(C(=O)O/N=C(\N)c2cccc(C)c2)c1 | -2% | -5% | 8 | 5% | 1% | 4% | 8% | -2 | 9%
CCN(CCNC(=O)CS(=O)(=O)Cc1nc(-c2cccc(OC)c2)oc1C)c1ccccc1 | ? | -22% | -8 | -5% | 7% | 17% | ? | -6 | ?
Cc1ccc(CNCCCSc2ncccn2)cc1 | 0% | -7% | -19 | 9% | 2% | 16% | 9% | 21 | 20%
Cc1ccccc1-n1nc2c(c1NC(=O)C1CCCC1)CS(=O)(=O)C2 | 18µM* | 6% | -6 | 11% | -1% | 0% | -8% | -6 | 7%
CCN1CCN(C(c2cccs2)C(C)NC(=O)c2cccc(OC)c2OC)CC1 (configuration not stated) | 7% | 6% | -51 | 8% | 6% | -3% | -6% | -8 | 0%

Random excerpt: two entries already listed.
SMILES | MCF10A rereplic | GLP1R cytotox | DRD3 agonist | HT1080NT lethal | SW480 rereplic | KB-3-1 tox | KB-V1 cytotox | IL1B secr inh | HT1080 IDH1KD tx
Cc1ccccc1-n1nc2c(c1NC(=O)C1CCCC1)CS(=O)(=O)C2 | 18µM* | 6% | -6 | 11% | -1% | 0% | -8% | -6 | 7%
CCOC(=O)C1=C(C)N(C)C(=S)NC1c1ccccc1Cl (configuration not stated) | 4% | -25% | -3 | -1% | 2% | 0% | ? | -8 | -8%

Following part:
SMILES | MCF10A rereplic | GLP1R cytotox | DRD3 agonist | HT1080NT lethal | SW480 rereplic | KB-3-1 tox | KB-V1 cytotox | IL1B secr inh | HT1080 IDH1KD tx
Cc1[nH]c2ccc(F)cc2c(=O)c1SC(F)(F)C(F)F | 0% | -20% | -3 | -17% | -3% | ? | 0% | 4 | -13%
COc1ccc(NC(=O)CCSc2ccc(F)cc2)cc1 | ? | 2% | -4 | ? | -83%[inhibitor][1.84 µM] | 3% | 12% | 35 | -23%
Cc1ccc(-n2nc(C)c(C(=O)O)n2)c(C)c1 | 3% | 8% | -3 | 3% | 1% | ? | 20% | 31 | 7%
CCOC(=O)c1cnc(SCC(=O)Nc2nnc(CC)s2)nc1N | -2% | -1% | 16 | 5% | -1% | 1% | -18% | 19 | 1%
O=C1SCCc2c1n(Cc1ccccc1)c1ccccc21 | -7% | 3% | -5 | -3% | -2% | -25% | -23% | -21 | -6%
COC(=O)N(C)C[C@@H]1OCc2cn(nn2)CCCC(=O)N([C@@H](C)CO)C[C@H]1C | . | 2% | 5 | 0% | . | -3% | 3% | 22 | 1%
CCOC(=O)c1cnn(-c2cccc(Cl)c2)c1N | -2% | -1% | 1 | 0% | -21% | -3% | 12% | -12 | 4%
COc1ccc(NC(=O)c2cnc(Nc3ccc(C)c(Cl)c3)c3ccccc23)c(OC)c1 | . | 7% | -9 | . | . | 3% | -28% | . | .
Cn1nnnc1SCC(=O)N1CCc2ccccc2C1 | -1% | -10% | -4 | 18% | 4% | 1% | 13% | -6 | 15%
Cc1ncc(CO)c2c1Oc1nc(-c3ccc(F)cc3)nc(SCC(=O)N3CCCCC3)c1C2 | . | -6% | 9 | . | . | 7% | 23% | . | .
CCn1cnc2sc(C(=O)Oc3ccc(Br)cc3)c(C)c2c1=O | -4% | 8%[7.66 µM] | -1 | 29% | -6% | -3% | -18% | -9 | 18%
COc1ccc(CN(C)C(=O)Cc2ccc(OC)c(S(=O)(=O)N3CCOCC3)c2)cc1 | ? | 1% | -13 | -10% | ? | -3% | -15% | -8 | -7%

Source: PubChem

Not a hit list. About 11% of those tested had a hit in this group.
